From PubChem
MCL1-BIM inh: inhibitors of MCL1 binding to BIM-BH3, primary screen, biochemical, fluorescence polarization. inhibition, % at 10.9 µM. GST-MCL1 / FITC-Bim-BH3 fluorescence polarization. AID 2057, 2009. Induced myeloid leukemia cell differentiation protein Mcl-1 (Homo sapiens), Q07820. 320,000 tested, 0.68% active;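 active means inhibition above the mean inhibition of all tested compounds plus 3 SD, set per campaign, cut at about 40% in these data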;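 further: 0% = DMSO wells and 100% = unlabeled Bim-BH3 peptide control; higher means more loss of mP so more displacement of Bim peptide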
Target sequence (Q07820 whole entry, looked up): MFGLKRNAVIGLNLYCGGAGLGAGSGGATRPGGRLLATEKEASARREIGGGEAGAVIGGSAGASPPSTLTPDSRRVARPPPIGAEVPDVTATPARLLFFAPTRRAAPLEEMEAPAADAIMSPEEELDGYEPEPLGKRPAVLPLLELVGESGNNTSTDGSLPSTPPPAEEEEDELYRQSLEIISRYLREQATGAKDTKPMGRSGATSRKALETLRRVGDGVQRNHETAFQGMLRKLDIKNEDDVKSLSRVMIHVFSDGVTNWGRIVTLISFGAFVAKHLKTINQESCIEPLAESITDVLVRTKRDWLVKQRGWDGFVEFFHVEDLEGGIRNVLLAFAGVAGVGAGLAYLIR
BCLXL inh: inhibitors of human Bcl-xL, primary screen, biochemical, fluorescence polarization, HTS. GST-Bcl-xL / FITC-Bim BH3 peptide fluorescence polarization. 320,000 tested, 0.7% active. inhibition, % at 10.9 µM;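 active means inhibition above the mean of all tested compounds plus 3 SD, cutoff set per campaign, cut at about 30% in these data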;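 further: 0% = DMSO wells and 100% = unlabeled Bim-BH3 peptide competitor; inhibitors lower millipolarization by displacing the labeled peptide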
Target sequence (Q07817 whole entry, looked up): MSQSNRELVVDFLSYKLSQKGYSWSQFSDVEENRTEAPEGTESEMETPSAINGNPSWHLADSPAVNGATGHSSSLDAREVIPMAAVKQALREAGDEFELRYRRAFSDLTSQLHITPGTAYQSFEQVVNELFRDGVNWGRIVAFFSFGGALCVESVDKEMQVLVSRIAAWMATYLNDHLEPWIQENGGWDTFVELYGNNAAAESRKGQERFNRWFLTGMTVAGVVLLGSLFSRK
VLA-4 inh: inhibition in human VLA-4 binding assay, primary screen, VLA-4 allosteric modulator project, MLPCN library, flow cytometry, VLA-4 expressing cells. ligand binding flow cytometry. inhibition, % (about 7 µM as worked out from the volumes in the protocol). 330,000 tested, 0.2% active; in the data active means inhibition above about 50%
PME-1 inh: PME-1 inhibitors via competitive probe labeling, primary screen, biochemical, fluorescence polarization, FP-Rh probe, HTS; Protein phosphatase methylesterase 1 (Homo sapiens), Q9Y570; recombinant PME-1; inhibition, % at 5.9 µM; 320,000 tested, 0.53% active;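 active means inhibition above the campaign mean of all compounds plus 3 SD, cut at about 26% in these data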;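 further: competitive labeling of PME-1 active site by serine hydrolase directed probe; 0% = PME-1 with DMSO and 100% = wells lacking PME-1 enzyme; inhibitors block probe labeling so polarization falls and inhibition rises; many of its hits are not listed in these tables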
GLD-1 TGE inh: GLD-1/TGE RNA complex disruptors, primary screen, biochemical, fluorescence polarization; purified GLD-1 + fluorescein TGE RNA; inhibition, % at 5.96 µM; 320,000 tested, 0.44% active;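 active means percent inhibition above a per-plate cutoff, the plate mean of test compounds plus 3 SD, cut at about 30% in these data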;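 further: 0% = DMSO wells with GLD-1 and probe and 100% = wells lacking GLD-1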
MEX-5 binding: MEX-5 zinc finger RNA-binding disruptors – biochemical, C. elegans, fluorescence polarization, MLPCN library, primary screen; 300,000 tested, 0.38% active; MEX-5/FITC-TCR2 RNA binding; hits give low values; Zinc finger protein mex-5 (Caenorhabditis elegans), Q9XUB2; activity score (negative = inhibition of binding), % at 10 µM; AID 1832, 2009;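 active means inhibition past about -25% in most replicates, and total fluorescence under double the plate's negative control median, limit read from the data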;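 further: 0% = DMSO and -100% = 5 µM competing unlabeled TCR2 RNA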
Target sequence (Q9XUB2 whole entry, looked up): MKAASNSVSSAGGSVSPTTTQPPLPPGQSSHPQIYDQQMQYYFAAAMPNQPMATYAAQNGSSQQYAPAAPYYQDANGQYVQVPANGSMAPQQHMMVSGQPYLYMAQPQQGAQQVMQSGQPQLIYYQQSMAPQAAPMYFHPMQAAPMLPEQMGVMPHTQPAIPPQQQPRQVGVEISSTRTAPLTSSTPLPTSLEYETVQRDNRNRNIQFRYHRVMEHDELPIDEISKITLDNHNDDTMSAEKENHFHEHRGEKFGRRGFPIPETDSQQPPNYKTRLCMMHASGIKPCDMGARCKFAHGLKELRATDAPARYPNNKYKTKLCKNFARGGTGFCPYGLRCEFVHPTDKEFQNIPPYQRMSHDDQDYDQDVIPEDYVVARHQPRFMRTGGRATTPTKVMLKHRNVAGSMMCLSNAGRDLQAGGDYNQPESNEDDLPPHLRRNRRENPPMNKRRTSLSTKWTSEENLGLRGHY
GRK2 aptamer HTS: compounds blocking aptamer binding on GRK2 – biochemical, human GRK2, bead flow cytometry, HTS, primary screen; FAM-aptamer displacement from GRK2; inhibition of aptamer binding, % at 10 µM; 330,000 tested, 0.59% active; AID 488847, 2010;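 active means inhibition of aptamer binding above 40%, roughly 3 SD of noise, on plates passing a quality check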;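 further: median bead fluorescence of bound FAM aptamer so fluorescent compounds give negative values; no value below 0 was filed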
Fam108B counter: mouse Fam108B serine hydrolase inhibitors, primary screen, counter-screen for RBBP9 inhibitor project, biochemical, fluorescence polarization; recombinant Fam108B, FP-Rh probe fluorescence polarization; inhibition, % at 9.51 µM; 300,000 tested, 0.33% active;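 active means inhibition above the screen mean inhibition plus 3 SD, computed separately per campaign, cut at about 18% in these data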;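 further: inhibitors lower polarization as less probe binds the enzyme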
Efflux pump mplx: inhibitors of Candida efflux pumps in yeast, primary screen, S. cerevisiae, Nile Red, multiplex. inhibition, % at 10 µM. S. cerevisiae Candida pump triplex. AID 485275, 2010. 330,000 tested, 0.44% active;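 active means plate passing quality check with inhibition over a set limit, or well fluorescence over plate mean plus 4 SD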;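 further: Nile Red retained in pooled yeast measured as flow cytometry median fluorescence; 0% = buffer negative control and 100% = Enniatin B positive control; higher means more Nile Red kept so more efflux inhibition; some compounds called inactive have numbers as strong as hits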
Numbers without * were called inactive; nt = not tested or not shown. Some of the compounds tested; the hit share may differ from the screen's.

SMILES | MCL1-BIM inh | BCLXL inh | VLA-4 inh | PME-1 inh | GLD-1 TGE inh | MEX-5 binding | GRK2 aptamer HTS | Fam108B counter | Efflux pump mplx
CCCn1c(/N=C/c2cc(OC)ccc2O)nc2ccccc21 | -6 | -5 | -7 | 5 | -13 | 3.8 | 1 | -4 | 0.1
CC1(C)CC(=O)C2=C(C1)NC1=C(C(=O)c3ccccc31)C2c1ccc(O)cc1 (stereo not given) | 7 | 1 | nt | 1 | 3 | -2.6 | 1 | 5 | 0.1
COc1ccccc1CCN1C(=S)NC(C)(C)CC1(C)O (stereo not given) | 10 | 5 | 3 | 6 | 8 | 0.8 | 1 | 4 | -0.2
Cc1cc(Cl)ccc1OCC(=O)NNC(=O)c1cccnc1 | 2 | 2 | -4 | -2 | 1 | -0.2 | 0 | -4 | 0.2
COc1cc(OC)c(C2Oc3nc(SC)nnc3-c3ccccc3N2C(C)=O)cc1OC (stereo not given) | -2 | 3 | 24 | -5 | 2 | 1.6 | 0 | -2 | -0.3
CCn1nc(C(=O)N2CCc3ccccc3C2)c2ccccc2c1=O | 6 | -1 | -14 | 4 | -7 | 0.3 | 0 | 2 | -0.2
Cc1ccccc1N(CC(=O)NC1CCCCC1)C(=O)c1csnn1 | 6 | 3 | 7 | 9 | 4 | -1.7 | 0 | -1 | 0.3
O=C1NC(C(=O)O)=CC(c2ccc([N+](=O)[O-])cc2)N1 (stereo not given) | 0 | 1 | 8 | 2 | 1 | nt | 0 | -4 | 0.0
O=C(Nc1ccc(Cl)cc1)NC1CCCCC1Cc1ccco1 (stereo not given) | -5 | 0 | -13 | -7 | 2 | 3.5 | 2 | -10 | -0.2
CCC(C)(C)n1nnnc1CN1CCC(c2nc3ccc(C)cc3[nH]2)CC1 | 2 | 1 | -2 | 0 | -5 | -0.1 | 1 | 3 | 0.5
COc1ccc(CN(C)C[C@H]2Oc3c(NC(=O)Nc4ccccc4)cccc3C(=O)N([C@H](C)CO)C[C@@H]2C)cc1 | nt | nt | -3 | nt | 5 | nt | 0 | nt | 0.0
Cc1cccc(C(=O)NNC(=O)CN2C(=O)c3ccccc3C2=O)c1 | -1 | -3 | 5 | 1 | 3 | -1.3 | 0 | 3 | 0.2
Cn1nc(C(=O)N2CCN(c3ccc(Cl)cc3)CC2)c2c1-c1ccccc1S(=O)(=O)C2 | 4 | 6 | 7 | 8 | 8 | 0.5 | 2 | 0 | 0.0
CCOC(=O)Cc1cc(=O)[nH]c(Nc2nc3ccccc3o2)n1 | 1 | 2 | 13 | -4 | 4 | -3.0 | 0 | -6 | 0.0
CCOC(=O)c1c(C)n(CC(O)c2ccccc2)c2ccc(O)cc12 (stereo not given) | 4 | 3 | -3 | 6 | 7 | -0.6 | 0 | 4 | -0.2
CCn1ncc(C2=NOC(C(=O)N3CCC(C(N)=O)CC3)C2)c1C (stereo not given) | 2 | -1 | 3 | 2 | 3 | 1.4 | 0 | 0 | 0.1
CC(=O)Nc1ccc(S(=O)(=O)Nc2ccc3c(c2)C(=O)OC3)cc1 | -1 | -2 | 3 | 3 | -7 | -1.2 | 0 | 2 | -0.1
Cc1ccccc1NS(=O)(=O)c1ccc(C(=O)N2CCN(S(=O)(=O)c3ccccc3)CC2)cc1 | 3 | 5 | 4 | 9 | -2 | 0.1 | 1 | 0 | -0.1
Cc1cc(C)nc(N(C#N)CCOc2ccc(Cl)cc2)n1 | -9 | -5 | -2 | 9 | 2 | 2.3 | 0 | -1 | 0.0
O=C(CSc1nc2[nH]ncc2c(=O)[nH]1)Nc1ccccc1C(F)(F)F | 0 | 8 | -4 | 6 | 0 | 1.5 | 6 | 3 | -0.1
Cc1c(C(=O)NCCCN2CCOCC2)oc2c1C1(CCC2)SCCS1 | 15 | 0 | -4 | -1 | 0 | 1.5 | 3 | -2 | -0.2
CC(C)[C@H](NC(=O)[C@H](Cc1ccccc1)n1c(=O)[nH]c2ccccc2c1=O)C(=O)N1CCC[C@@H]1C(=O)O | 1 | 3 | 2 | 1 | 0 | 3.8 | 2 | -4 | 0.1
N/C(=N\c1nc(C(F)(F)F)cc(=O)[nH]1)Nc1ccc(Cl)cc1 | 9 | 5 | 2 | -11 | 6 | 1.1 | 1 | 10 | 0.0
O=C(Cc1ccccc1F)NC1CCCN(Cc2ccc(Cl)cc2)C1 (stereo not given) | 0 | 5 | -1 | -5 | 2 | -3.8 | 0 | -1 | -0.1
COc1cc2nc(SCC(=O)NCCc3ccccc3)n(Cc3ccco3)c(=O)c2cc1OC | -1 | 5 | -5 | 5 | 3 | 1.2 | 0 | 2 | 0.0
COc1ccc(-c2nc(CS(=O)CC(=O)NCCCN3CCCC(C)C3)c(C)o2)cc1OC (stereo not given) | 5 | 2 | 11 | -1 | 1 | 1.7 | 0 | 0 | -0.1
CN1C(=O)c2ccc(C(=O)NCc3ccc4c(c3)OCO4)cc2C1=O | 2 | 4 | 8 | -2 | 2 | -0.2 | 0 | 4 | -0.1
CN(c1ccc(C(=O)N2CCN(c3ccccc3F)CC2)cc1)S(=O)(=O)c1ccccc1 | -2 | -1 | 10 | 3 | -6 | -3.1 | 0 | -2 | 0.2
CCN1CCN(c2ccc(S(=O)(=O)N3CCCCC3)cc2NC(=O)c2cccc(C)c2)CC1 | -11 | -12 | 4 | 2 | 6 | -0.9 | 0 | -1 | 0.0
CCOC(=O)N1CCN(C(=O)C(=O)NN)CC1 | -3 | 2 | 18 | -2 | -4 | -1.8 | 0 | 7 | -0.1
CCn1c2ccc(F)cc2c2nc3ccccc3nc21 | 3 | 7 | 5 | -6 | 10 | -2.2 | 4 | -2 | -0.3
Cc1cccc(NC(=O)C2CCN(C(=O)[C@@H]3Cc4ccccc4CN3)CC2)c1 | 5 | 2 | 11 | -5 | 5 | -1.7 | 0 | 0 | -0.1
O=C(N/N=C/c1ccco1)Nc1ccccc1 | 2 | 4 | -4 | -2 | 5 | 0.4 | 3 | 2 | -0.1
COc1ccc(OC)c(/C=N/N(C)c2ccccc2)c1 | -6 | 0 | 5 | -1 | 10 | -3.3 | 0 | -1 | 0.0
COc1cc(C(=O)NCC(c2cccs2)N2CCOCC2)cc(OC)c1OC (stereo not given) | 4 | 1 | 5 | -2 | -5 | -2.2 | 0 | 5 | -0.1
O=C(O)C=C(Br)Br | -2 | 5 | 0 | 1 | 0 | -1.5 | 0 | 3 | -0.1
CN(C)/C=C(\C#N)C(=O)Nc1ccccc1 | 3 | 6 | 9 | -2 | -7 | -0.2 | 0 | 2 | 0.4
CCOC(=O)N1CCN(C(=O)Cc2ccc(-n3c(=S)[nH]c4ccccc4c3=O)cc2)CC1 | 6 | 3 | 0 | -2 | 6 | -0.9 | 1 | 0 | 0.1
Cc1cccc(NC(=S)Nc2ccc(Cl)c(Cl)c2)c1 | 2 | 0 | 0 | -1 | 3 | -0.4 | 3 | -8 | 0.1
CSc1ccc(S(=O)(=O)Nc2c(C)cccc2C)cc1 | -1 | 2 | 13 | -3 | 3 | -1.1 | 0 | 1 | 0.0
CC1CCCN(Cc2c(C(=O)N3CCc4ccccc4C3)nc3ccc(Cl)cn23)C1 (stereo not given) | 11 | 11 | 8 | -1 | 11 | -0.9 | 1 | 8 | 0.0
CCCCc1nnc(NC(=O)CN2C(=O)c3ccccc3C2=O)s1 | -2 | -1 | 2 | -9 | -1 | -1.3 | 0 | -2 | 0.1
Cc1cc(=O)[nH]c(Cc2ccc(OC(C)C)cc2)n1 | 1 | 0 | 16 | -1 | 22 | 1.1 | 1 | 1 | -0.1
O=C(Cn1ccn(-c2ccc(F)c(F)c2)c(=O)c1=O)NCCc1ccccc1 | 4 | 3 | 4 | -16 | -2 | -0.9 | 1 | -4 | 0.2
O=C(CNC(=O)c1ccccc1F)NC1=NCCS1 | 4 | 2 | -6 | -3 | -1 | -2.3 | 0 | -5 | 0.0
Cc1cc(C)c(S(=O)(=O)c2ccccc2C)c(OCCO)n1 | 12 | 1 | 1 | -6 | 0 | -0.4 | 2 | 0 | -0.1
Cc1onc(-c2c(Cl)cccc2Cl)c1C(=O)N1CCN(c2ccccc2F)CC1 | 2 | 1 | 11 | -8 | 3 | -0.2 | 0 | -8 | 0.1
CCCc1nc(NC2CCCCC2)c(C#N)c2c1COC(C)(C)C2 | 9 | 6 | 3 | -5 | 7 | 1.3 | 0 | -2 | -0.1
COc1ccc(/C=N/NC(=O)c2nc(Cl)c(Cl)c(N)c2Cl)cc1COc1ccc(F)cc1F | 3 | 2 | 17 | -34 | 5 | -2.2 | 3 | -76 | 1.0*
O=C(Nc1cc(-c2nc3ncccc3o2)ccc1Cl)c1ccco1 | -2 | 2 | 1 | 5 | 2 | -1.4 | 1 | 3 | 0.1
CSc1ccc(/C=N/n2c(C)nnc2C)cc1 | 0 | 6 | 17 | 4 | -2 | -2.8 | 3 | 3 | 0.3
CCOc1ccccc1NC(=S)N1CCN(c2cccc(C)c2C)CC1 | 5 | 2 | -3 | -4 | 3 | -0.9 | 1 | 2 | -0.2
Fc1ccc(C(c2nnnn2C2CCCCC2)N2CCCC2)cc1 (stereo not given) | 2 | 3 | -51 | 0 | 1 | 0.1 | 2 | 0 | 0.0
CN(C)Cc1c(O)ccc2c(=O)c(-c3ccccc3Cl)c(C(F)(F)F)oc12 | 7 | 13 | 5 | -1 | 8 | -0.7 | 0 | 1 | 0.1
COc1ccc(S(=O)(=O)NNC(=O)Cc2csc(C)n2)cc1[N+](=O)[O-] | 9 | 9 | -1 | -1 | 1 | -1.0 | 18 | -1 | -0.2
Cc1ccccc1-c1nnn(CC(=O)N(C)CC(=O)Nc2ccccc2C(F)(F)F)n1 | -1 | 8 | -2 | 0 | 2 | -2.4 | 0 | -2 | 0.1
COc1cc(OC)cc(C(=O)Nc2ccccc2-c2nnn(CC(=O)Nc3cc(C)on3)n2)c1 | -7 | -2 | -8 | -49 | 10 | -0.3 | 0 | -42 | -0.1
COC(=O)c1cc(NS(=O)(=O)c2ccc(N3CCCCCC3)c([N+](=O)[O-])c2)cc(C(=O)OC)c1 | 9 | 4 | 13 | -10 | 6 | -3.5 | 0 | 6 | -0.1
COc1cccc(S(=O)(=O)NC2CCN(C#N)C2)c1 (stereo not given) | 13 | 6 | 1 | 5 | -11 | nt | 0 | nt | -0.2
COc1cc(OC)cc(C(=O)NCC(=O)NC(C)CCc2ccccc2)c1 (stereo not given) | 7 | 7 | 10 | -1 | -3 | 1.8 | 0 | 3 | -0.1
O=C(Nc1nnc(-c2ccccc2)s1)c1ccc(F)cc1 | 8 | 5 | 6 | 4 | 10 | -6.4 | 0 | -1 | 0.0
